# NOD2-RIPK2 inh – blocks binding of human NOD2 to RIPK2; 360,000 compounds, 0.38% hits; CHO BLA complementation NOD2-RIPK2, CCF4 ratio; inhibition, % at 4.98 µM; AID 624267; O43353; in the data active means inhibition above about 21%;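 further: 0% = vehicle only and 100% = reference blocker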
# Target sequence (O43353 whole entry, looked up): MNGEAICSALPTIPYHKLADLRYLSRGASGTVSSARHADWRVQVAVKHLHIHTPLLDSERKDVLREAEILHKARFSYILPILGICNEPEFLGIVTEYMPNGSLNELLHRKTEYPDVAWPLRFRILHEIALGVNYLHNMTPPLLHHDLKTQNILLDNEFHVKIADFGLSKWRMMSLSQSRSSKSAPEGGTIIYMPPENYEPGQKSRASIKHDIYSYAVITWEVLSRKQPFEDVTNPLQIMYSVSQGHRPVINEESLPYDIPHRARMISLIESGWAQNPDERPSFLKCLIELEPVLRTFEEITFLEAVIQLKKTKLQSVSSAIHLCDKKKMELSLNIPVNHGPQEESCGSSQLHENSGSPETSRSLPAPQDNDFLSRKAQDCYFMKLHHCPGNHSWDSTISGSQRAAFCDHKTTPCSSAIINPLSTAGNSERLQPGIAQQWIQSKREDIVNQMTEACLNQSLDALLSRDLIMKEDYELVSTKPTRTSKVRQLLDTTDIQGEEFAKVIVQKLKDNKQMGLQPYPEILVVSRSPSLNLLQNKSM
# TLR9-MyD88 inh – inhibitors of human TLR9-MyD88 binding | AID 504734 | CHO BLA complementation TLR9-MyD88, CCF4 FRET ratio | inhibition, % at 4.98 µM | 340,000 compounds, 0.21% hits;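 active means inhibition above the mean over all tested compounds plus 3 SD, cut at about 21% in these data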;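 further: 0% = DMSO only wells and 100% = clavulanate BLA inhibitor control wells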
# NCOA1 inh – human NCOA1 inhibition | inhibition, % at 3.6 µM | 360,000 compounds, 0.12% hits | AID 588354 | Q15788 | HEK293 GAL4-SRC1 luciferase reporter, luminescence;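 active means inhibition above the campaign mean plus 3 SD, with each screening campaign given its own cutoff, cut at about 60% in these data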;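 further: 0% = DMSO treated cells and 100% = gossypol at 36 µM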
# EBV LMP1 NFkB – reduces LMP1-driven NF-kappaB luciferase signal; 350,000 compounds, 0.69% hits; inhibition, % at 12.5 µM; AID 504558; LMP1-induced NF-kappaB luciferase reporter cells, luminescence; in the data active means inhibition above about 41%;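 further: 0% = neutral control wells and 100% = reference inhibitor control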
# COUP-TFII inh – inhibitors of human COUP-TFII (NR2F2); P24468; HEK293T NGFI-A luciferase reporter, luminescence; inhibition, % at 8.6 µM; 370,000 compounds, 0.7% hits; AID 686940;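 active means inhibition above a per-plate cutoff, mean inhibition of test wells between control levels plus 3 SD, cut at about 38% in these data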;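 further: cells cotransfected with COUP-TFII expression vector driving the NGFI-A reporter; 0% = median of COUP-TF2 test wells and 100% = reporter-only cells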
# LRH-1 inv ag – NR5A2 inverse agonism in reporter assay; O00482; HEK293T StAR-luciferase reporter, LRH-1 transfected, 24 h; inhibition, % at 3.6 µM; 360,000 compounds, 0.13% hits;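 active means inhibition above the mean inhibition of all tested compounds plus 3 SD, cut at about 73% in these data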;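 further: 0% = DMSO wells and 100% = reporter-only cells lacking LRH-1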
# NCOA3 inh – human NCOA3 inhibition. 360,000 compounds, 0.17% hits. Q9Y6Q9. inhibition, % at 3.6 µM. HEK293 GAL4-SRC3 luciferase reporter, luminescence;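 active means inhibition above a per-campaign cutoff, the mean of all compounds plus 3 SD, cut at about 60% in these data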;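 further: 0% = DMSO-treated cells and 100% = gossypol-treated cells at 36 µM; higher means less SRC3-driven luciferase light from the GAL4 reporter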
# SRC2 inh – human SRC2 (NCOA2) inhibition | Q15596 | inhibition, % at 9 µM | 370,000 compounds, 0.17% hits | HEK293 GAL4-SRC2 luciferase reporter, luminescence | AID 651957;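 active means inhibition above the mean inhibition of all tested compounds plus 3 SD, set per campaign, cut at about 52% in these data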;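 further: 0% = DMSO treated cells and 100% = cells given Gossypol at 36 µM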
# ABHD5 PLIN5 PPI – blocks binding of human ABHD5 to perilipin-5. Split G. princeps luciferase complementation, luminescence, 4 h. inhibition, % at 4 µM. 360,000 compounds, 0.78% hits;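 active means inhibition above the mean inhibition across every tested compound plus 3 SD, cut at about 22% in these data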;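 further: 0% = DMSO only wells and the 100% control is not disclosed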
# MC4R barr agon – activates human MC4R beta-arrestin recruitment | 360,000 compounds, 0.98% hits | activation, % at 8.9 µM | U2OS MC4R beta-arrestin complementation, luminescence; percent of melanotan II response, DMSO zero | AID 540308;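 active means activation above a per-plate cutoff, the mean activation of sample wells on that plate plus 3 SD, cut at about 8% in these data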
# Target sequence (P32245 whole entry, looked up): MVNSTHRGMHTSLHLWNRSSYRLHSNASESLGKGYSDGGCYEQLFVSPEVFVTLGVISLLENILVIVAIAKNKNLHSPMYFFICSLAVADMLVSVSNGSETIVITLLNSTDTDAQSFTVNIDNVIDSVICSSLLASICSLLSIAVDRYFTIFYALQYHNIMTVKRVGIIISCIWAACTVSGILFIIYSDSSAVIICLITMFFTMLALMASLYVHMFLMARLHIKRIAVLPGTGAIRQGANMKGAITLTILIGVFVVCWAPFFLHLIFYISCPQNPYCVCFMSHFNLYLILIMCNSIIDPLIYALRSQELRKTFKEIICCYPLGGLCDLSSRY
# MC4R antag cAMP – antagonists of human melanocortin 4 receptor (MC4R); MC4R-expressing cells, MTII-stimulated cAMP, LANCE TR-FRET; 360,000 compounds, 0.48% hits; P32245; inhibition, % at 6.5 µM;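 active means inhibition above its plate's cutoff, the mean of tested wells on that plate plus 3 SD, cut at about 29% in these data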;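 further: 0% = Melanotan II alone and 100% = Melanotan II plus saturating MCL0020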
#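 Material: U2OS-MC4R stable cell line | Reagent: Melanotan II challenge after compound preincubation | Doses: One concentration, 6.5 µM nominal | Incubation: 30-min compound preincubation, 1-h Melanotan II challenge, 1-h detection, room temperature | Signal: TR-FRET cAMP assay | Replicates: One well per compound, no replicates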
# An asterisk follows results filed as active; / = not tested or not shown. Some of the compounds tested (hit frequency here may not be typical).
NOD2-RIPK2 inh,TLR9-MyD88 inh,NCOA1 inh,EBV LMP1 NFkB,COUP-TFII inh,LRH-1 inv ag,NCOA3 inh,SRC2 inh,ABHD5 PLIN5 PPI,MC4R barr agon,MC4R antag cAMP,SMILES
-10,4,-10,-27,-14,-19,14,8,0,-1.1,-3,O=C1c2ccccc2C(=O)N1CNc1ccccc1
11,-2,3,-6,0,-2,5,0,0,-0.8,6,O=C(O)CCC(=O)Nc1ccc(Br)cn1
-11,4,1,1,4,-18,-10,-12,0,-2.6,-5,O=c1c2[nH]c3ccc(F)cc3c2nc2n1CCS2
-6,-4,5,5,19,20,-5,1,4,-1.9,-1,COC1C(C)=C(C)C(=O)N1Cc1ccccc1 (stereo unspecified)
-7,5,8,6,-12,12,2,-9,5,0.1,-2,CCc1ccccc1OCCCN1CCCC1
1,4,5,3,16,7,-9,-9,9,-2.5,5,COc1ccc(NS(=O)(=O)c2ccc(C)c(NC(=O)CN3C(=O)NC4(CCCC4)C3=O)c2)cc1
-1,-2,-9,-7,-4,-27,14,7,-4,-0.9,5,O=C(c1nnc(-c2ccncc2)o1)c1ccccc1Cl
-3,/,-9,/,-18,10,20,-13,2,/,/,CC(=O)C1=CCC(c2ccccc2)N(S(C)(=O)=O)C1 (stereo unspecified)
5,3,-1,-7,-12,13,23,-20,4,2.2,2,O=C(NCc1cccnc1)c1cccc(NC(=O)c2ccco2)c1
1,-8,-56,8,9,-72,-62,-26,2,-2.6,-2,O=C(COc1ccc(Cl)cc1Br)Nc1ccncc1
-7,-9,4,1,-1,-2,-20,1,-7,-0.1,0,COc1cccc(-c2noc(Cn3nc(C(=O)O)c4ccccc4c3=O)n2)c1
-1,-13,-39,-12,-19,30,-18,4,-3,-0.8,10,O=C(CSc1ccccc1)Nc1ccc(N2CCOCC2)cc1
-1,-6,1,0,-47,24,19,-14,10,-0.1,13,COc1ccc(S(=O)(=O)N2CCCCC2)cc1NC(=O)c1[nH]c(C)c(C(C)=O)c1C
0,-6,-10,-1,-10,-1,2,-8,7,2.9,-4,COc1ccc(C(=O)COC(=O)C2CC3CCCC(C2)C3=O)cc1Br (stereo unspecified)
18,/,-9,/,8,27,1,-39,16,1.8,-1,Cc1nc(CN(C)c2ncnc3ccc(-c4ccc5c(c4)OCO5)cc23)cs1
-4,4,3,0,2,15,-6,2,3,-1.3,-6,CCOc1ccc(NC(=O)/C(=C\c2ccc(OC(C)=O)c(OC)c2)NC(C)=O)cc1
-11,1,-12,-1,3,11,-13,13,-2,-2.1,-10,COc1cc(/C=C2/S/C(=N/S(=O)(=O)Cc3ccccc3)NC2=O)c([N+](=O)[O-])cc1OC
-13,-12,-17,-8,7,-1,-20,3,-2,2.3,6,CCCN1C(=O)SC(CC(=O)Nc2ccc(Br)cc2)C1=O (stereo unspecified)
3,3,-1,1,-1,-23,-3,-13,-3,3.1,2,CC1=C(n2ccnc2)CCC1=O
11,5,-14,2,-6,-1,21,-15,0,0.8,-1,CCOC(=O)N1CCC(N2C(=O)c3ccc(C(=O)Nc4ccc(F)cc4F)cc3C2=O)CC1
-12,11,18,5,7,4,9,4,5,-1.8,10,COc1ccccc1/C=C/C=N/NC(=O)CCC1C(=O)NN=C1C (stereo unspecified)
6,7,-6,6,5,20,-2,12,5,-0.8,19,COCCNC(=S)N(CCc1c(C)[nH]c2ccc(C)cc12)Cc1cc(OC)c(OC)c(OC)c1
9,-2,-3,-6,-8,-17,12,6,2,-0.4,1,COc1ccc(/C=C2\SC(N3CCc4ccccc4C3)=NC2=O)cc1
3,2,29,36,20,29,40,27,5,-2.8,22,Cn1c(C(=O)O)c(CC(=O)Nc2ccc3c(c2)OCCO3)c2ccccc21
-3,/,0,/,5,-2,18,-7,-2,3.4,18,Cc1cccc(-[n+]2c(-c3cccc(Br)c3)[nH]c3nc4ccccc4nc32)c1
-4,/,-6,/,-10,19,-2,-2,9,-1.0,12,CCOC(=O)N(C)c1c(CC)nc2c(OCc3ccc(F)cc3)cccn12
-2,7,-14,-13,1,-19,15,-35,-2,-1.9,11,CCOc1ccc(NC(=O)COC(=O)Cn2nc(C)c([N+](=O)[O-])c2C)cc1OCC
-2,3,8,0,11,-2,-17,24,6,-1.2,5,C[C@H](CO)N1C[C@H](C)[C@H](CN(C)S(=O)(=O)c2ccccc2)OCc2cnnn2CCCC1=O
0,-3,0,15,14,-22,-32,13,-4,-0.5,17,CCOC(=O)c1sc(=S)n(-c2cc(F)ccc2F)c1N
-7,7,7,4,-14,3,4,26,0,-2.4,3,CCCCN(C)C(=O)c1nc2ccccn2c1CN1CCC[C@H]1CO
-2,0,-8,8,-9,2,-2,-8,6,-2.6,12,Cc1ccc(-c2cc(C(=O)N3CCN(C(=O)c4ccco4)CC3)[nH]n2)c(C)c1
1,/,26,/,-3,12,23,-24,13,-0.5,7,S=C(NC1CCCCC1)N1CCOCCOCCN(C(=S)NC2CCCCC2)CCOCCOCC1
-5,-6,10,5,-12,-16,13,-8,1,-1.6,0,COc1ccc(CCNC(=O)Cn2nnc(C(=O)Nc3cccc(C)c3C)c2N)cc1OC
-16,2,7,-7,-4,-8,-8,-3,2,-2.1,-3,O=C(Cn1c(NCCO)nc2ccccc21)c1ccco1
0,5,-11,-4,-9,3,-11,-66,3,1.7,4,N#Cc1nc(-c2ccccc2Cl)oc1NCC1CCCO1 (stereo unspecified)
2,-3,-2,7,6,16,-5,-24,4,-3.5,5,Cc1ccccc1CN1CCc2c(OCC(=O)N3CCCCC3)cccc2C1=O
-13,-4,-10,3,-6,11,14,4,-2,-4.2,7,COCCn1c(=S)[nH]c2ccccc21
-14,-4,-42,-11,-15,-15,-11,0,6,-0.5,-1,Cc1cc(C(=O)Cn2cnc3ccccc3c2=O)c(C)n1C1CC1
-7,-6,-2,3,-2,-10,3,-6,3,-1.4,6,Cc1cc(C)c(NC(=O)CNC(=O)[C@@H]2CCCN2C(=O)c2cccs2)c(C)c1
5,-6,-5,-6,4,17,10,-1,18,-2.7,3,CCCN(CC1CC1)C(=S)NC(=O)c1ccc(S(=O)(=O)N2CCOCC2)cc1
10,/,-9,/,-10,-39,-4,-4,1,/,/,COc1ccc(-c2nc3ccc(Br)cn3c2Cc2ccccc2)cc1OC
-2,/,0,/,11,12,-19,8,-4,1.1,17,Cn1nc(C2CC2)cc1NC(=O)C1(C)CCN1C(=O)CCc1ccccc1 (stereo unspecified)
3,0,1,3,14,-1,-12,-2,0,-0.8,12,COc1cccc(C=N[C@@H](CO)[C@@H](O)c2ccc([N+](=O)[O-])cc2)c1O
-3,1,-3,2,-2,-8,15,4,4,4.9,5,Cc1ccc(/C=N/NC(=O)CSc2nnc(-c3ccc(Cl)cc3)n2-c2ccc(Cl)cc2)o1
5,2,-3,-8,15,-13,2,3,-5,-2.7,-6,CCCCCCn1c(O)c(/C=C2\C=NN=C2c2ccccc2)sc1=S
-1,-8,-2,-1,-6,0,20,-9,-9,-1.9,6,Clc1ccc(SCc2cc(Cl)nc(-c3ccccc3)n2)cc1
-14,2,-10,-1,-1,1,-7,-16,-5,-0.9,6,CCOC(=O)N1CCN(c2c(NCCCOC(C)C)c(=O)c2=O)CC1
1,4,-4,0,1,12,11,-28,2,-3.5,0,Cc1cccc(NC(=O)CNC(=O)COc2cc(F)ccc2[N+](=O)[O-])c1C

# Individual results from the results shown:
# SRC2 inh with CCOC(=O)N1CCN(c2c(NCCCOC(C)C)c(=O)c2=O)CC1 is entered as -16
# NOD2-RIPK2 inh with Cc1ccc(/C=N/NC(=O)CSc2nnc(-c3ccc(Cl)cc3)n2-c2ccc(Cl)cc2)o1 is entered as -3

# Other compounds:
NOD2-RIPK2 inh,TLR9-MyD88 inh,NCOA1 inh,EBV LMP1 NFkB,COUP-TFII inh,LRH-1 inv ag,NCOA3 inh,SRC2 inh,ABHD5 PLIN5 PPI,MC4R barr agon,MC4R antag cAMP,SMILES
-5,/,/,/,11,9,/,8,8,/,/,O=C(NCC1CC1)c1cc2c(c(-c3cccc(-c4ccccc4F)c3)n1)[C@H](CCO)N(C(=O)CC1CC1)C2
-9,4,-22,-3,-15,6,10,-12,3,1.9,-1,O=c1oc(-c2ccccc2)nc2c1C1(CCCCC1)Cc1ccccc1-2
-11,-9,-21,-15,6,-33,-6,-10,2,2.5,6,COC(=O)c1ccccc1NC(=O)Nc1ccc2c(c1)OCO2
-7,-2,-4,3,-2,10,14,10,8,1.4,3,CC1CC(C)CN(C(=O)c2nn(C)c3c2CS(=O)(=O)c2ccccc2-3)C1 (stereo unspecified)
2,-4,5,16,2,-3,5,17,4,-0.3,14,CCc1nn(CCCC(=O)N2CCN(c3cccc(C)c3C)CC2)c(=O)c2cc3occc3n12
-11,3,0,0,4,-6,17,-4,2,-2.0,-8,O=C1CCCC2=C1C(c1ccccc1)CC(=O)N2c1ccccc1 (stereo unspecified)
4,8,-9,-16,0,-3,-28,-52,-14,-2.8,-1,N#Cc1c(/N=C/c2cccs2)sc2c1CCCCC2
4,4,6,-8,-4,25,2,-23,-2,-1.9,2,O=C(O)/C=C/C(=O)N(Cc1ccc2c(c1)OCO2)C1CC(=O)N(CCc2ccccc2)C1=O (stereo unspecified)
0,-3,5,5,2,-9,-5,-14,-2,-2.0,-3,CCOc1ccc(C(CC(=O)O)NC(=O)C(CC)c2ccccc2)cc1 (stereo unspecified)
-9,3,23,-2,3,-10,18,29,0,-2.2,3,O=C(NNc1c(Cl)cncc1Cl)c1sccc1Cl
3,-6,4,6,1,9,10,5,-4,0.7,-2,Cn1c(NCCCO)nc2c1c(=O)n(Cc1ccccc1F)c(=O)n2C
-8,-6,-21,-2,5,-6,2,-17,1,-0.1,-1,COc1ccc(S(=O)(=O)NC(C)C(=O)Nc2ccc3c(c2)OCO3)cc1OC (stereo unspecified)
0,3,12,12,7,23,27,-9,0,0.8,13,CCC(c1nnnn1C(C)(C)C)N1CCN(c2cc(Cl)ccc2C)CC1 (stereo unspecified)
-5,-10,-32,0,2,1,-6,-13,-1,0.7,9,C#CCN(C[C@H]1[C@H](OC(=O)NCc2ccccc2F)[C@H](OC(=O)NCc2ccccc2F)C[C@H]2C(=O)N(c3ccccc3)C(=O)[C@@H]12)S(=O)(=O)c1ccc(C)cc1
-4,0,6,-4,18,18,-7,9,3,-0.6,3,CC(C)N1C(=S)SC2CS(=O)(=O)C=C21 (stereo unspecified)
-3,/,/,/,26,-28,/,-19,-5,/,/,Cc1cc(C)n2c(NCc3ccccc3)c(-c3cc4ccccc4o3)nc2n1

# Source: PubChem BioAssay (several laboratories)
